Screening results from PubChem.
D2 PAM = HTS Assay for Positive Allosteric Modulators of the Human D2 Dopamine Receptor: Primary Screen for Potentiators; D(2) dopamine receptor (Homo sapiens), P14416; HEK293 T-REx D2, calcium flux, EC20 dopamine potentiation; potentiation, % at 10 µM; hit rate 0.34% among 340,000;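 active = potentiation over 3 SD above the plate norm, cut at about 30% in these data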; note: 0% is about no effect
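Tetracycline-induced HEK293 T-REx cells force-coupled to calcium signalling expressed D2; compounds were pin-added after a 10 s baseline, read kinetically 180 s, then an EC20 dopamine challenge followed with a further 180 s calcium read.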
D2 antag = HTS Assay for Allosteric Antagonists of the Human D2 Dopamine Receptor: Primary Screen for Antagonists; HEK293 TREx D2 cells, calcium flux, dopamine EC80; D(2) dopamine receptor (Homo sapiens), P14416; AID 485344, 2010; inhibition, % at 10 µM; hit rate 2% among 340,000; in the data active = inhibition above about 30%; note: 0% is about no effect
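In this primary screen, negative modulation is detected by tracking calcium flux after an EC80 dopamine challenge in inducible HEK293 T-REx D2 cells preexposed to test compound for 180 s.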
RXFP1 ag = qHTS Assay for Agonists of the Relaxin Receptor RXFP1; Relaxin receptor 1 (Homo sapiens), Q9HBX9; HEK293T-RXFP1 cAMP TR-FRET, 30 min; response scale: percent of porcine relaxin response, buffer zero; Potency, µM (series often up to 57.5 µM), for inactives: at the highest dose activation, usual class: activators; hit rate 0.3% among 370,000; active = well fitted activation curve with a large enough effect; inconclusive = small, poorly fitted or top-dose-only effect; note: potency is the fitted concentration of half-maximal effect; % is set by controls: 0 for no effect and ±100 for the full control effect; nearly all actives have a fitted effect of over 60% in size; many of its hits are not listed in these tables
Target sequence (Q9HBX9 whole entry, looked up): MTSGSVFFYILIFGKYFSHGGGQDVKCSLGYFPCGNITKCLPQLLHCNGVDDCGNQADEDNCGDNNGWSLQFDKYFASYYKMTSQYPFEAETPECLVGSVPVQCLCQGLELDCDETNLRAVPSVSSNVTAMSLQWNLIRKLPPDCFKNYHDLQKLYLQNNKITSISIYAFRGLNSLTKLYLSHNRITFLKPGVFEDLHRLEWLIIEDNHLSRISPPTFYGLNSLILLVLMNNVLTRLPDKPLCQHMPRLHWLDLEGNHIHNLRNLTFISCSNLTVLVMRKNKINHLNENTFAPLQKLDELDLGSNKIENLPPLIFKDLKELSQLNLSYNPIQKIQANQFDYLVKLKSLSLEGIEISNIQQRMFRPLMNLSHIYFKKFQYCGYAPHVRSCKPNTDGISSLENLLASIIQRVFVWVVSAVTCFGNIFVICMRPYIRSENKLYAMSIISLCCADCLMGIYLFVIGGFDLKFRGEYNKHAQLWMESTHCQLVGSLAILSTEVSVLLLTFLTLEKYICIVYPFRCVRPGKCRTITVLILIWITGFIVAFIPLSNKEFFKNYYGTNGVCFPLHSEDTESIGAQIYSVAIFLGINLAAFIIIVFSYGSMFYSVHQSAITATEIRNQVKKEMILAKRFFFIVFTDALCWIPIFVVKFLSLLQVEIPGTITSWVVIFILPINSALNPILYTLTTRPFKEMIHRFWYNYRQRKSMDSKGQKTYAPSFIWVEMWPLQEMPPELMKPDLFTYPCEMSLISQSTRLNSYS
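Agonist response is measured as cAMP accumulation in an RXFP1-transfected HEK293T line under PDE4 inhibition. Values are scaled between buffer-only and 29 nM porcine relaxin, and EC50s come from standard Hill equation fits.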
RXFP1 antag = qHTS Assay for Antagonists of the Relaxin Receptor RXFP1 | Relaxin receptor 1 (Homo sapiens), Q9HBX9 | AID 1259400, 2018 | activity change, negative = inhibition, % at 57.5 µM | HEK293-RXFP1, relaxin-stimulated cAMP HTRF, 30 min; hits give low values | hit rate 0.59% among 350,000;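 active = activity change of -60% or lower, but not beyond a set lower limit; inconclusive = change between -60% and -40%, or beyond the set limit; inactive = change above -40%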; note: % is set by controls: 0 for no effect and ±100 for the full control effect
D2 agonist = HTS Assay for Allosteric Agonists of the Human D2 Dopamine Receptor: Primary Screen for Agonists. activation, % at 2 µM. D(2) dopamine receptor (Homo sapiens), P14416. hit rate 0.53% among 340,000. AID 485358, 2010. HEK293 T-REx D2 cells, calcium flux agonist mode;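 active = activation over 3 SD above normal in the single-dose calcium agonist read, cut at about 30% in these data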; note: 0% is about no effect
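HEK293 Trex D2 cells, tetracycline-induced, o/n 30 C 5% CO2; no-wash Ca dye, RT 30–90 min; 10-cycle baseline, 23 nl cpd added, kinetic Ca read 180 s; agonist hits = positive Ca response.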
D1 PAM = Potentiators of Human D1 Dopamine Receptor: qHTS | D(1A) dopamine receptor (Homo sapiens), P21728 | HEK293 TREx D1 cells, calcium flux, dopamine EC20 potentiation | potentiation, % at 10 µM | hit rate 0.036% among 360,000 | AID 504651, 2011; in the data active = potentiation above about 30%; note: 0% is about no effect
D1 agonist = Allosteric Agonists of the Human D1 Dopamine Receptor: qHTS. D(1A) dopamine receptor (Homo sapiens), P21728. hit rate 1% among 360,000. HEK293 T-REx D1 cells, calcium flux, agonist mode. activation, % at 2 µM; in the data active = activation above about 30%; note: 0% is about no effect
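Inducible HEK293 T-REx D1 cells, force-coupled to calcium signalling, were plated at 4000 cells/well with tetracycline and held overnight at 30 C. After no-wash calcium dye loading, compound-evoked calcium rise over 180 s flagged agonists.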
D1 antag = Antagonist of Human D 1 Dopamine Receptor: qHTS | D(1A) dopamine receptor (Homo sapiens), P21728 | HEK293 TREx D1 cells, calcium flux, dopamine EC80; hits give low values | activity change, negative = inhibition, % at 10 µM | hit rate 3.2% among 360,000 | AID 504652, 2011; in the data active = activity change below about -30%; note: % is set by controls: 0 for no effect and ±100 for the full control effect
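Tetracycline-induced HEK293 T-REx cells with force-coupled D1 receptor were loaded with a no-wash calcium dye. Compound was added after a 10 s baseline and read kinetically for 180 s; EC80 dopamine was then added and calcium flux followed another 180 s.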
TRHR enhancer = qHTS for Small Molecule Agonists and Allosteric Enhancers of Human TRH Receptor: Primary Screen for Enhancers; Thyrotropin-releasing hormone receptor (Homo sapiens), P34981; TRHR cells, fluo-8 calcium fluorescence, EC20 TRH enhancement; enhancement, % at 2 µM; hit rate 0.66% among 360,000; AID 493056, 2011; in the data active = enhancement above about 30%; note: 0% is about no effect
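Enhancer read-out: after compound pinning and an initial kinetic agonist-mode read, an EC20 of TRH (10 nM final) was injected and fluo-8 calcium signal (Ex 480/Em 530) followed at 1 s/cycle for 100 cycles in TRHR-expressing cells.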
An asterisk follows results filed as active; ? = inconclusive; / = not tested or not shown. These rows are one share of the data, so the mix of outcomes need not match the whole.

Value order – D2 PAM	D2 antag	RXFP1 ag	RXFP1 antag	D2 agonist	D1 PAM	D1 agonist	D1 antag	TRHR enhancer
CC1CCN(S(=O)(=O)c2nnc(NC(=O)c3cccc([N+](=O)[O-])c3)s2)CC1
→ 0	-6	-1.1%	-7	0.7	-7	22	0	2
CCOC(=O)Cc1csc(NC(=O)/C=C/c2ccc(OC)cc2)n1
→ 11	9	3.6%	2	0.4	-3	5	4	6
O=C(C1CCN(Cc2ccc(Cl)cc2)CC1)N1CCN(C(c2ccccc2)c2ccccc2)CC1
→ -12	3	-0.7%	-11	0.8	1	6	17	5
COC(=O)CNC(=O)CN1c2cccc3cccc(c23)S1(=O)=O
→ -4	-6	2.9%	5	0.2	-8	1	-28	-3
Cc1c(Cl)cccc1NC(=O)NCc1c(-n2cccc2)sc2c1CCCC2
→ 1	/	-5.6%	3	0.6	-1	0	4	1
O=C(CN1C(=O)CCSc2ccc(S(=O)(=O)N3CCCC3)cc21)Nc1cccc(F)c1
→ -7	/	1.6%	-3	0.1	1	-1	17	-3
COc1ccc(OC)c(NC(=O)c2nnn(CCc3ccccc3)c2N)c1
→ 3	23	?	-18	0.6	/	0	-17	3
Cn1cccc1-c1nc2ccc(NC(=O)c3ccco3)cc2[nH]1
→ /	/	-0.9%	-10	/	6	3	3	2
CCc1ccc(C(=O)c2cn(CC(=O)Nc3cccc(OC)c3)c3ccc(OC)cc3c2=O)cc1
→ -28	/	9.1%	-9	/	1	7	16	7
CC(C)CC(C(=O)O)N1C(=O)C2C3c4ccccc4C(c4ccccc43)[C@@H]2C1=O (stereo partly drawn)
→ -7	-10	0.0%	8	-0.3	3	3	-3	-6
CCC(=O)Nc1ccc(C(=O)N/N=C/c2ccccc2[N+](=O)[O-])cc1
→ -2	18	0.5%	-20	0.0	0	1	1	1
Cc1cc(F)c(F)c(C(=O)N2CCCCC2C)c1Cl (stereo not drawn)
→ 1	-31	-3.5%	-10	-0.2	1	2	-31*	-4
Cc1cccc(NC(=O)Cc2ccc(NC3=NC4CS(=O)(=O)CC4S3)cc2)c1 (stereo not drawn)
→ 4	-7	-1.0%	-4	0.1	-1	0	-4	-3
Cc1cccc(C(=O)Nc2ccc(NC(=O)CN3CCOCC3)cc2)c1
→ 25	-19	2.3%	12	0.7	-1	2	1	-5
Cc1nc2ccc(S(=O)(=O)NCC(=O)N3CCCCC3)cc2s1
→ /	/	1.9%	8	/	-3	1	-1	0
N#Cc1ccccc1NC(=O)c1cccc(COc2ccc(Cl)cc2Cl)c1
→ 0	14	30%	4	-0.8	-7	17	-24	4
CCOC(=O)c1c(CSC(=N)N)n(-c2ccc(C)cc2)c2cc(Br)c(OC(C)=O)cc12
→ 3	10	-0.3%	/	-0.7	2	39*	25	4
Cc1c(OC(C)C(=O)N[C@@H](Cc2ccccc2)C(=O)O)ccc2c3c(c(=O)oc12)CCCC3 (stereo partly drawn)
→ 5	5	0.9%	/	0.6	3	0	5	-4
COc1cc(/C=N\N=C2/SC(CC(=O)O)C(=O)N2c2ccc(O)cc2)ccc1O (stereo not drawn)
→ -7	15	0.0%	-15	-0.1	-4	1	10	-3
COc1ccc(NC(=O)Nc2c(SC)nsc2SC)cc1
→ 1	15	-0.9%	0	-0.9	-5	6	-19	-2
c1ccc2c(Nc3nncs3)c3ccccc3nc2c1
→ 0	3	1.5%	-3	2.0	1	0	-10	-5
COC(=O)c1nn(-c2ccc(F)cc2)ccc1=O
→ 8	-6	0.5%	-13	-1.1	-6	3	12	10
O=C(N/N=C/c1ccc(Cl)cc1Cl)c1n[nH]c2c1CCCC2
→ 1	5	0.1%	3	-0.7	0	3	3	10
COc1cccc(-c2nn(C)c3sc(C(=O)NCc4ccc5c(c4)OCO5)cc23)c1
→ -23	13	2.5%	/	-0.2	-4	3	7	-1
Cc1cccc(N2CCN(C(=O)Cn3ncc4c5ccccc5n(C)c4c3=O)CC2)c1C
→ -10	/	0.9%	1	0.0	-2	-1	1	2
O=C(COc1cc2oc(=O)c3c(c2cc1Cl)CCC3)NCCCn1ccnc1
→ 5	3	3.4%	-2	0.9	3	0	7	-1
CCc1cc(CNC(=O)c2ccc(OC3CCN(CCc4ccccc4)CC3)cc2)on1
→ -1	-8	0.5%	-16	0.7	-10	10	-2	1
CCOC(=O)c1cccc(NC(=O)c2cc(CN3CCOCC3)on2)c1
→ 2	/	1.7%	-14	1.8	-5	1	-2	15
c1ccc(Cc2nn3c(C4COc5ccccc5O4)nnc3s2)cc1 (stereo not drawn)
→ -7	9	1.7%	-13	-0.2	-4	6	-12	9
CCc1cc2c(cc(C(=O)O)n2C)s1
→ -1	2	2.2%	-10	0.2	11	0	-1	6

Limited to RXFP1 ag, D2 agonist and D1 PAM, for 4 of the compounds above:
SMILES	RXFP1 ag	D2 agonist	D1 PAM
CCOC(=O)Cc1csc(NC(=O)/C=C/c2ccc(OC)cc2)n1	3.6%	0.4	-3
N#Cc1ccccc1NC(=O)c1cccc(COc2ccc(Cl)cc2Cl)c1	30%	-0.8	-7
O=C(COc1cc2oc(=O)c3c(c2cc1Cl)CCC3)NCCCn1ccnc1	3.4%	0.9	3
O=C(N/N=C/c1ccc(Cl)cc1Cl)c1n[nH]c2c1CCCC2	0.1%	-0.7	0

Other results.
Value order – D2 PAM	D2 antag	RXFP1 ag	RXFP1 antag	D2 agonist	D1 PAM	D1 agonist	D1 antag	TRHR enhancer
COc1ccc(N2CCN(C(CNC(=O)C(=O)NCc3cccs3)c3ccco3)CC2)cc1 (stereo not drawn)
→ -3	-13	1.9%	12	-1.1	2	3	10	4
C=CCN(Cc1nc(-c2ccccc2)no1)C(=O)c1ccoc1C
→ 3	-13	2.9%	-3	-1.1	-3	5	2	-3
O=C(O)CCN1CCc2ccccc2C1c1cccs1 (stereo not drawn)
→ -5	10	0.6%	-22	2.6	3	3	7	0
CCc1ccc(NC(=O)C2CCN(c3nc(-c4ccc(OC)cc4)no3)CC2)cc1
→ -9	/	-1.1%	3	0.5	-1	0	-2	18
Fc1ccccc1-n1ncc2c1ncn1nc(-c3ccccc3Cl)nc21
→ -10	/	-1.9%	15	0.1	-1	-1	5	-4
CCOC(=O)C1(C)C=C(Nc2ccc(C(N)=O)cc2)C(=O)N1c1ccccc1 (stereo not drawn)
→ 7	/	4.1%	/	-1.4	-2	0	-8	-4
CC(=O)NS(=O)(=O)c1cccnc1Nc1cccc(Cl)c1
→ 2	1	0.6%	-3	0.3	-1	3	6	18
CCc1[nH]c(=S)c(C#N)c2c1CCCC2
→ -1	-3	13%	-7	-1.0	1	4	-8	3
Cc1ccc2c(c1)c1c(n2CC(O)Cn2c(C)nc3ccccc32)/C(=N\O)CCC1 (stereo not drawn)
→ -9	-16	1.0%	-7	-0.4	8	-1	9	4
Cc1ccccc1NC(=O)CCSc1nnnn1-c1ccccc1
→ -1	/	0.0%	1	/	-2	2	29	5
Fc1ccc(C2=CC(c3ccc(F)cc3)n3c(nc4ccccc43)N2)cc1 (stereo not drawn)
→ 7	/	7.8%	-10	-0.2	-7	2	0	7
CCCCOP(=O)(OCCCC)C(O)c1ccc(Br)cc1 (stereo not drawn)
→ -1	-12	0.4%	-11	0.5	5	9	-9	-2
Cc1cc(C)nc(-n2nc(C)cc2NC(=O)c2ccc(F)cc2F)n1
→ 3	2	4.6%	-5	-0.2	-3	0	-12	-2
CSc1cccc(NC(=O)c2cnccn2)c1
→ 0	1	-0.2%	-1	0.9	-3	0	-5	0
CCCCC1CCC(c2nc(-c3cccnc3)no2)CC1 (stereo not drawn)
→ -5	2	-0.4%	-14	0.8	-1	4	-1	-3
CC(=O)Nc1oc(-c2cccc3ccccc23)nc1C#N
→ -7	6	-0.5%	/	-0.1	-4	0	-20	5
Cc1ccc(-c2noc(CNC(=O)c3ccc4c(c3)OCO4)n2)cc1
→ -3	8	0.7%	-3	-0.9	-8	8	-9	6
O=[N+]([O-])c1ccc(NC(=S)N2CCc3ccccc3C2)cc1
→ -17	23	0.4%	-9	0.0	-10	13	-33*	-1
Cc1ccc2oc3nc(C)c(C(=O)Nc4cccc(C(F)(F)F)c4)cc3c(=O)c2c1
→ /	/	?	-4	/	-1	4	-4	-2
Cc1ccc(CN2CCN(Cc3ccc4cc(F)ccc4n3)CC2CCO)o1 (stereo not drawn)
→ 0	2	-2.3%	-13	-0.5	1	1	-2	-5
CCC(=O)n1nc(-c2ccco2)nc1SCc1ccccc1
→ 21	-6	-0.3%	-4	-0.7	3	2	9	3
CCOC(=O)c1cccc(NC(=O)C2CCN(c3nnc(C)c4c(C)n(-c5ccccc5)nc34)CC2)c1
→ -11	/	1.3%	/	-1.0	-2	2	1	3
CCCCOC(=O)C1CN(c2ccccc2)N=C1C(=O)OCC (stereo not drawn)
→ 7	2	1.3%	-8	-1.2	1	13	1	13
C/C(=N\NC(=O)c1nn(C)c(C)c1Br)c1ccc(NC(=O)c2ccc(C)s2)cc1
→ -1	-1	-2.2%	4	-1.8	-3	3	-4	-3
O=[N+]([O-])c1ccc(N2CCOCC2)cc1NCCCO
→ 14	-3	-0.5%	-14	0.8	-2	3	13	14
COCCc1nc2ccc(C(=O)N(C)Cc3cccc(-n4nc(C)cc4C)c3)cc2o1
→ /	/	-0.7%	0	/	-3	0	27	0
O=C(CCc1nc2ccccc2[nH]1)Nc1ccccc1F
→ 0	2	-0.9%	2	0.6	9	-1	6	-3
Cc1cc(C)c(NC(=O)CSc2nnc3[nH]c(=O)cc(C)n23)c(C)c1
→ 3	/	4.4%	0	0.9	0	-1	/	4
O=C(CNCCc1ccc(Cl)cc1)Nc1ccc(C(=O)N2CCCCC2)cc1
→ /	15	5.0%	-24	-2.5	-11	34*	-16	-2
Cc1nc2c(nnn2Cc2c(Cl)cccc2Cl)c(=O)[nH]1
→ 3	4	-2.0%	-2	-0.3	6	1	5	1
